# Screens as filed in PubChem.
# CHX counter: counter-screen hit for Shiga toxin inhibitors, cycloheximide | cell reporter, cycloheximide protein synthesis inhibition counterscreen | max response, % | 300,000 tested, 12% active; in the data active means max response mostly above about 13%, no sharp cut-off; inactive means mostly below about 14%; further: read at 38.3 µM for the half of the compounds with a filed dose; 0% is about no effect
# AMA1 RON2 block: AMA1-RON2 (P. falciparum) interaction inhibition | AID 720542 | AlphaScreen AMA1-biotinylated RON2 peptide binding | Potency, µM (titrated, usually from 58.2 µM), for inactives: at the highest dose activity change, negative = inhibition, most hits filed as inhibitors | 360,000 tested, 0.2% active;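 further: potency means the concentration at half of the fitted maximal effect; 0% = vehicle wells and -100% = peptide control; nearly all actives have a fitted effect of over 45% in size; some results filed as inactive show a strong effect at the top dose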
#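 AMA1 (3D7) with his tag at 25 nM final met compounds first, then biotinylated RON2 peptide at 25 nM; detection used donor plus acceptor beads, 10 µg/mL apiece, read by AlphaScreen after 30 min at room temperature.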
# TbPYK inhibitor: T. brucei pyruvate kinase inhibition | TbPYK enzyme, Kinase-Glo Plus ATP luminescence, 45 min | Potency, µM (top dose mostly 76.8 µM), inactives show at the highest dose activity, negative = inhibition, most hits filed as inhibitors | 410,000 tested, 0.12% active | AID 624173; further: potency means the concentration at half of the fitted maximal effect; on the % scale 0 is the no-effect control and ±100 the full control effect; nearly all actives have a fitted effect of over 50% in size
#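 ADP (130 uM final) triggers the TbPYK reaction after compound addition; incubation is 45 min at room temperature. Kinase-Glo Plus is then added and luminescence imaged. Normalized data are fitted to concentration-effect curves.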
# Pf growth 48h: inhibits P. falciparum growth in the first generation, 48 h; Potency, µM (top dose mostly 28.7 µM), without a hit: at the top dose activity change, negative = inhibition, usual class: inhibitors; 310,000 tested, 5.9% active; P. falciparum luciferase growth in erythrocytes, 48 h; further: potency means the concentration at half of the fitted maximal effect; on the % scale 0 is the no-effect control and ±100 the full control effect
#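 Erythrocytes infected with P. falciparum carrying an integrated firefly luciferase reporter (2% hematocrit, 0.1% parasitemia final) were exposed to compounds in RPMI 1640 with 0.5% Albumax at 37 C, 5% CO2. Growth inhibition was scored as reduced luminescence.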
# Pf growth 96h: P. falciparum growth inhibition at 96 hour, primary screen for plastid delayed-death inhibitors; 320,000 tested, 6.9% active; Potency, µM (highest dose often 28.7 µM), without a hit: at the highest dose activity change, negative = inhibition, actives largely listed as inhibitors; P. falciparum luciferase reporter growth, 96 h; further: potency means the concentration at half of the fitted maximal effect; on the % scale 0 is the no-effect control and ±100 the full control effect
#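 Infected RBCs, 2% Hct / 0.05% parasitemia final; luciferase-reporter P. falciparum; cpd 96 h, 37 C, 5% CO2; luciferase detection reagent; luminescence.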
# LmPK inh: blocks Leishmania mexicana pyruvate kinase activity | purified LmPK, Kinase-Glo ATP luminescence, 1 h | Potency, µM (titrated, usually from 57.5 µM), for inactives: top-dose activity change, negative = inhibition, actives largely listed as inhibitors | 290,000 tested, 0.37% active | Q27686 | AID 1721; further: potency means the concentration at half of the fitted maximal effect; on the % scale 0 is the no-effect control and ±100 the full control effect
# Target sequence (Q27686 whole entry, looked up): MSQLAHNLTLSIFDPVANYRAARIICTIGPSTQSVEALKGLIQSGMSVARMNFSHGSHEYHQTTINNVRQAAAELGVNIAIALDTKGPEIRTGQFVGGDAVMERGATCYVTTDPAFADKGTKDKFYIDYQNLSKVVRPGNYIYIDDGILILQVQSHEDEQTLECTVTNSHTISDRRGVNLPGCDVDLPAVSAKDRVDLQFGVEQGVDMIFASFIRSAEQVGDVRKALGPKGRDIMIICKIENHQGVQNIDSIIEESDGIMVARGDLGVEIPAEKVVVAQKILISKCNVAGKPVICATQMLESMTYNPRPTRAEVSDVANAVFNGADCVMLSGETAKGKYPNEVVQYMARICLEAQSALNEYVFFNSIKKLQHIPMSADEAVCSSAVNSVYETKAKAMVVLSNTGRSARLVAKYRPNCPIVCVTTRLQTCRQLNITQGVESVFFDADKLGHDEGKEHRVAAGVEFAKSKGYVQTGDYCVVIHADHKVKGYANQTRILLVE
#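 Purified LmPK (0.1 nM) with 0.5 mM PEP and 0.1 mM ADP in imidazole buffer pH 7.2 with MgCl2/KCl, 1 h at room temperature. ATP formed was read by luciferase luminescence and normalized to no-enzyme and uninhibited controls.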
# Shiga inhibitor: blocks Shiga toxin action in Vero cells | AID 2315 | Vero cells, Shiga toxin protein synthesis inhibition reporter | 290,000 tested, 9.2% active | inhibition, % at 38.7 µM; in the data active means inhibition mostly above about 28%, no sharp cut-off; inactive means mostly below about 43%; further: 0% is about no effect
# * = called active by the depositor; ? = inconclusive; nt = not tested or not shown; & = joins results of further samples; [ ] = dose if it differs, or a comment. Unless noted, the call rests on the fitted dose curve; in most records, active means well fitted curve in the direction sought with a large enough effect; inconclusive means small, poorly fitted or top-dose-only effect, or another doubt; inactive means no such curve, though single readings can be large; an effect the other way counts as inactive or inconclusive.
Structure	CHX counter	AMA1 RON2 block	TbPYK inhibitor	Pf growth 48h	Pf growth 96h	LmPK inh	Shiga inhibitor
O=C(NNC(=O)c1cc(Br)ccc1O)c1csc(N2CCOCC2)n1	nt	65%[activator]	-8%	?	17%	nt	nt
C/C(=C\c1cccc(Cl)c1)C(=O)c1c(C)cc(C)[nH]c1=O	-6	-9%	-1%	11%	-17%	2%	-15
CC(NC(=O)[C@H](NC(=O)[C@@H]1Cc2ccccc2CN1)c1ccccc1)c1ccccc1 (some centres undefined)	7	33%[activator]	-4%	0%	?	4%	14
COc1ccc(-n2c(=S)[nH]c3cc(C(=O)NCc4ccccc4OC)ccc3c2=O)c(OC)c1	-5	77%[activator]	1%	-16%	16%	-2%	-10
COc1ccc(NC(=O)C(C)SCc2ccccc2)cc1OC (centres undefined)	6	3%	-2%	11%	47%[activator]	-1%	-3
O=C(O)c1ccc(S(=O)(=O)N(Cc2ccccc2)Cc2ccccc2)cc1	-3	-8%	-12%	11%	42%[activator]	-1%	-11
CN(CC(=O)N1CCN(Cc2ccccc2)CC1)C(=O)Cc1cccc2ccccc12	nt	-15%	-6%	?	?	nt	nt
CCOC(=O)c1oc2ccccc2c1COC(=O)CNC(=O)c1ccccc1	11	-7%	9%	12%	13%	-2%	-2
COc1ccc2ccccc2c1C(O)c1nccn1C (centres undefined)	-2	9%	5%	?	nt	-6%	-2
O=C(O)CCN1C(=O)/C(=C2\C(=O)N(Cc3ccccc3Cl)c3ccccc32)SC1=S	-4	nt	nt	-26%[0.00184 µM]	-2%	-1%	2
COc1cccc(NC(=O)c2ccc(NC(=O)C(C)C)cc2)c1	23*	0%	-8%	117%[activator]	176%[activator]	-28%	52*
Cc1cccn2c(=O)c3cc(S(=O)(=O)c4ccccc4)c(=N)n(Cc4cccnc4)c3nc12	1	-1%	3%	?	42%	-1%	-4
COc1cc(C2C3=C(CC(C)(C)CC3=O)N(C)C3=C2C(=O)CC(C)(C)C3)cc(Br)c1O	1	6%	3%	?	49%[activator]	-6%	32
O=C(Cn1nc(-c2ccco2)ccc1=O)Nc1ccc(Br)cc1	8	11%	-21%	20%	27%	8%	-4
CCOc1ccc(/C=N/NC(=O)C2CC2)c(OCC)c1	4	0%	-2%	3%	-4%	0%	-5
Cc1onc(-c2ccccc2Cl)c1C(=O)Nc1ccc(-c2cn3cccnc3n2)cc1	-3	-1%	-2%	10µM*	?	0%	-2
CN(C)C(=O)c1cc(C(=O)c2ccccc2)c[nH]1	18*	-1%	0%	4%[0.00184 µM]	41%[activator]	-1%	24
C[S+](CC[C@H](N)C(=O)O)C[C@H]1O[C@@H](n2cnc3c(N)ncnc32)[C@H](O)[C@@H]1O (some centres undefined)	nt	61%[activator]	0%&5%	-11%&7%	37%&19%[activator]	nt	nt
Cc1cnc(NC(=O)CSC(=S)N2CCOCC2)s1	20	3%	-1%	38%[activator]	67%[activator]	1%	43
COc1ccc(C2CC(c3ccccc3)=NN2C(=O)CN2CCN(Cc3ccccc3)CC2)cc1 (centres undefined)	1	-29%	-10%	?	?	0%	-3
NCCc1nnc(SCc2c(F)cccc2Cl)o1	-6	3%	1%	4%	72%[activator]	-1%	-11
Oc1ccccc1-c1nc(N2CCN(Cc3ccccc3)CC2)c2ccccc2n1	9	?	2%	11%	19%	-2%	38
CCN(CC(=O)Nc1ccc2c(c1)OCO2)CC(=O)Nc1ccccc1C(F)(F)F	nt	102%[activator]	-2%	?	-17%	nt	nt
CCOCCCN1C(=O)CN(C2CCCCCC2)C(=O)C1c1ccc(OC)cc1 (centres undefined)	-8	-8%	-11%	?	0.83µM*	0%	-2
CCOC(=O)NC(=O)C(=CNc1ccc(C)cc1)C(=O)NC(=O)OCC	-2	9%	2%	16%	-16%	5%	4
CCC(C)[C@H](NC(=O)N1CCn2c1nc1ccccc12)C(=O)NCCc1ccc(OC)c(OC)c1 (some centres undefined)	1	44%[activator]	4%	-22%	?	9%	-16
Cc1ccc(CN2CCSc3ccc(C(=O)NC4CCCC4)cc32)cc1	1	18%	1%	?	?	1%	18
CCOC(=O)c1ccc(NC(=S)N(CCCN2CCCC(C)C2)Cc2cccs2)cc1 (centres undefined)	-2	13%	-6%	?	18%	2%	-7
CC(NS(=O)(=O)c1ccccc1)C(=O)Nc1nccs1 (centres undefined)	-3	1%	2%	17%	2%	-4%	43
CCCCNC(=O)Nc1nnc(-c2ccccc2)o1	29*	106%[activator]	3%	nt	?	1%	13
Cc1ccc(OCC(=O)N/N=C/c2cn[nH]c2-c2ccc(Cl)c(Cl)c2)cc1	1	-6%	0%	34%[activator]	?	6%	9
CN(CC(=O)Nc1ccccc1Sc1ccccc1)Cc1nc2ccccc2c(=O)[nH]1	-5	56%[activator]	0%	?	?	-2%	-14
CCOC(=O)N1CCC(NC(=O)CCc2nc(-c3ccc(C)cc3)no2)CC1	-2	5%	-4%	-4%	-5%	-3%	42
COC(=O)C(C)Oc1cc(C)cc2oc(=O)c3c(c12)CCC3 (centres undefined)	0	0%	4%	?	?	3%	-10
CCOc1ccc(NC(=O)C2CCCN(S(=O)(=O)c3cnc[nH]3)C2)cc1 (centres undefined)	-1	-1%	-9%	-5%	-28%	-2%	-6
COc1ccccc1C(O)Cc1nc2ccccc2n1C (centres undefined)	63*	19%	0%	nt	-25%	-4%	108*
O=C(O)c1ccc(Nc2cnc3ccccc3n2)cc1	38*	-7%	-22%	171%[activator]	240%[activator]	-29%	63
COc1cc2c(cc1OC)C(c1ccccc1)N(C(=O)c1ccccc1)CC2 (centres undefined)	-2	-3%	1%	?	-1%	8%	nt
O=C(Nc1ccc2c(c1)OCO2)c1cc(-c2ccccc2Cl)on1	24*	-1%	-13%	182%[activator]	?	-3%	89*
CCOC(=O)c1cnc2ccc(Br)cc2c1NCCO	-2	-9%	-6%	4%	3%	-5%	-1

# Individual results from the list:
# In Pf growth 96h, CCOC(=O)N1CCC(NC(=O)CCc2nc(-c3ccc(C)cc3)no2)CC1 shows -5%
# In Shiga inhibitor, CCOc1ccc(NC(=O)C2CCCN(S(=O)(=O)c3cnc[nH]3)C2)cc1 (centres undefined) shows -6

# Limited to Pf growth 48h and Pf growth 96h, for some of the entries so far:
mol,Pf growth 48h,Pf growth 96h
COc1ccccc1C(O)Cc1nc2ccccc2n1C (centres undefined),nt,-25%
O=C(O)c1ccc(Nc2cnc3ccccc3n2)cc1,171%[activator],240%[activator]

# Next section
Structure	CHX counter	AMA1 RON2 block	TbPYK inhibitor	Pf growth 48h	Pf growth 96h	LmPK inh	Shiga inhibitor
Cn1c(=O)c2ccccc2n(CC(=O)NC2CCCC2)c1=O	-3	-26%	-14%	14%	13%	-6%	-3
O=[N+]([O-])c1ccc(N2CCN(c3ccc(O)cc3)CC2)cn1	20	-7%	-17%	?	?	-12%	22
CC1CCCN(C(=O)COc2ccc(-c3ccccc3)cc2)C1 (centres undefined)	17	-15%	0%	20%	11%	4%	40*
Cc1ccc(-n2nc(C)c3onc(C)c3c2=O)cc1	-3	0%	-2%	6%	22%	3%	-6
CC(C)CC(NC(=O)C(NC(=O)OC(C)(C)C)C(C)C)C(=O)N1CCCC1C(N)=O (centres undefined)	-3	3%	2%	13%	0%	2%	-14
CC1(C)CC(=O)C2=C(C1)NC(SCC(N)=O)=C(C#N)C21CCCCC1	-1	2%	-3%	?	0.17µM*	7%	10
CCCCC(c1nnnn1CC1CCCO1)N1CCN(Cc2ccccc2)CC1 (centres undefined)	-2	-16%	4%	?	?	6%	2
COC(=O)Cc1ccc(NC(=S)NCC(C)C)cc1	16*	-2%	-10%	41%[activator]	1%	-9%	11
CCOc1ccc2nc(NCCCNS(=O)(=O)c3ccc(C)cc3)c(C#N)cc2c1	-4	51%[activator]	6%	?	160%[activator]	2%	-18
Cn1cc(C(=O)N2CCN(c3ccccc3)CC2)c(=O)c2cc(S(=O)(=O)N3CCOCC3)ccc21	-2	-3%	6%	-10%	?	8%	-3
CCN(CC1CCCN(CCc2cccc(F)c2)C1)C(=O)c1ccc(CSC)o1 (centres undefined)	14	-7%	2%	?	58%[activator]	7%	11
COc1ccc(-c2csc3nc(C)n(-n4cccc4)c(=O)c23)cc1OC	-3	1%	-10%	7%	51%[activator]	-4%	2
O=C(/C=C/c1ccco1)Nc1cccc2cccnc12	61*	-45%	-9%	66%[activator]	76%[activator]	-2%	119*
NC(=O)c1ccc(NC(=O)Cc2cccs2)cc1	3	-3%	-7%	-13%	?	3%	16
COc1ccc(C(=O)Nc2c(N)nc(SCC(=O)N3CCC(C)CC3)[nH]c2=O)cc1	-2	4%	-12%	31%[activator]	9%	-2%	-9
C=CCNC(=O)c1ccccc1NC(=O)Cc1ccccc1[N+](=O)[O-]	-3	2%	9%	-9%	?	5%	22
CCc1ccc(C2=NN(C(C)=O)C(c3ccco3)C2)cc1 (centres undefined)	34*	-2%	-5%	52%[activator]	-5%	16µM*	79*
CCOC(=O)c1ccc(N2CCOCC2)c(NS(=O)(=O)c2ccc(F)cc2)c1	6	4%	-3%	-3%	?	1%	-9
N#CC(c1cccnc1)N1CCOCC1 (centres undefined)	0	-10%	6%	-11%	-1%	-1%	-2
CCC(=O)c1cn(CC(=O)Nc2ccccc2)c2ccccc12	-1	-22%	3%	-3%	?	6%	nt
COc1ccccc1NC(=O)c1ccccc1S(=O)(=O)c1ccc([N+](=O)[O-])cc1	11	0%	3%	-6%	34%[activator]	1%	-1
CCS(=O)(=O)N1CCCC(C(=O)NCCc2ccc(OC)c(OC)c2)C1 (centres undefined)	-1	-6%	-7%	-4%	0%	-4%	8
COc1ccc(CNC(=O)CN(C)Cc2ccccc2F)cc1OC	1	-5%	-1%	-4%	0%	3%	-14
Cc1cc(/C=C(/C#N)C(=O)Nc2ccc(Cl)cc2)c(C)n1-c1cccnc1	2	-24%	0%	-7%	66%[activator]	3%	10
COc1ccccc1NC(=O)C(CC=C(Cl)Cl)C(C)=O (centres undefined)	6	5%	-5%	-62%	?	1%	-3
C=CCOc1ccc(/C=C/C(=O)OCc2csc(CC(=O)Nc3ccccc3C)n2)cc1	nt	-12%[11.6 µM]	4%	?	?	nt	nt
CCc1ccc(N(C(C)=O)C2C=CS(=O)(=O)C2)cc1 (centres undefined)	-1	-8%	0%	9%	-28%	2%	14
O=C(OCC(=O)N1CCc2ccccc21)c1ccc([N+](=O)[O-])cc1	nt	-16%	3%	-16%	?	nt	nt
COc1ccc(CCN2CC(C(=O)NCCN3CCOC3=O)CCC2=O)cc1 (centres undefined)	-2	8%	-6%	1%	71%[activator]	0%	0
CCN(CC)S(=O)(=O)c1cccc(C(=O)NC(C(=O)NC2=NCCS2)C(C)C)c1 (centres undefined)	-3	-1%	2%	?	18%	3%	-10
C=CCn1c(Oc2cc(C)ccc2C)nc2c1c(=O)n(C)c(=O)n2C	-4	-5%	-3%	-10%	52%[activator]	-8%	-23
